Rab9 prom act: activates the Rab9 promoter; Huh7 Rab9 promoter-luciferase reporter, luminescence, 24 h; Potency, µM (titrated, usually from 9.22 µM), for inactives: top-dose activation, negative = inhibition, usual class: activators; actives 2.8% (n = 320,000); also: potency is read from the fitted curve at half-maximal effect; % of control where 0% means no effect; nearly all actives have a fitted effect of over 60% in size
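Stable Rab9-luc Huh7, 1500 cells/well, 2 h settle; cmpd in DMSO, 24 h, 37 °C/5% CO2; luciferase reagent 10 min RT; luminescence.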
FBPA coupling cs: inhibits coupling enzyme system, counter-screen for aldolase hits | activity change, negative = inhibition, % at 58.2 µM, hits read low | actives 0.67% (n = 290,000) | coupling enzyme system counterscreen, AmpLite Red fluorescence; in the data active = activity change below about -30%; also: % is scaled to controls: 0 for no effect and ±100 for the full control effect
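Fluorescence at 525 nm excitation and 598 nm emission measured inhibition of the coupled detection system without aldolase. Compounds (at 57.5 uM final) were preincubated 10 min at room temperature with coupling enzyme reagent before a 20 min substrate/AmpLite Red step.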
uPA generation: cell surface uPA generation inhibition; Potency, µM (top dose mostly 38.3 µM), inactives show at the top dose activity change, negative = inhibition, actives largely listed as inhibitors; cell surface uPA generation assay, qHTS; actives 0.31% (n = 330,000); active = well fitted inhibition curve with a large enough effect; inconclusive = small, poorly fitted or top-dose-only effect; inactive = no such curve, though single readings can be large or run the other way; tested in mouse RAW 264.7 cells; also: potency is read from the fitted curve at half-maximal effect; % is scaled to controls: 0 for no effect and ±100 for the full control effect; nearly all actives have a fitted effect of over 55% in size
NPC1 prom act: NPC1 promoter activation. Potency, µM (doses to about 9.22 µM), without a hit: top-dose activation, actives largely listed as activators. AID 485313. actives 2.4% (n = 320,000). Huh7 NPC1 promoter luciferase reporter, 24 h;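 also: potency is read from the fitted curve at half-maximal effect; % of control where 0% means no effect; nearly all actives have a fitted effect of over 60% in size; reporter is driven by a mutant NPC1 promoter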
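In 1536-well qHTS, Huh7 cells harboring an NPC1 promoter–luciferase construct received compound for 24 h; activation was quantified by luminescence following luciferase reagent addition.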
RORgamma inh: inhibitors of mouse ROR gamma transcriptional activity; Drosophila S2 Gal4-RORgamma UAS-luciferase reporter, 20 h; Potency, µM (titrated, usually from 53.6 µM), for inactives: top-dose activity change, negative = inhibition, most hits filed as inhibitors; actives 5.4% (n = 310,000); AID 2551; also: potency is read from the fitted curve at half-maximal effect; % is scaled to controls: 0 for no effect and ±100 for the full control effect; nearly all actives have a fitted effect of over 60% in size
Target sequence (P51450 whole entry, looked up, the tested form may be a part): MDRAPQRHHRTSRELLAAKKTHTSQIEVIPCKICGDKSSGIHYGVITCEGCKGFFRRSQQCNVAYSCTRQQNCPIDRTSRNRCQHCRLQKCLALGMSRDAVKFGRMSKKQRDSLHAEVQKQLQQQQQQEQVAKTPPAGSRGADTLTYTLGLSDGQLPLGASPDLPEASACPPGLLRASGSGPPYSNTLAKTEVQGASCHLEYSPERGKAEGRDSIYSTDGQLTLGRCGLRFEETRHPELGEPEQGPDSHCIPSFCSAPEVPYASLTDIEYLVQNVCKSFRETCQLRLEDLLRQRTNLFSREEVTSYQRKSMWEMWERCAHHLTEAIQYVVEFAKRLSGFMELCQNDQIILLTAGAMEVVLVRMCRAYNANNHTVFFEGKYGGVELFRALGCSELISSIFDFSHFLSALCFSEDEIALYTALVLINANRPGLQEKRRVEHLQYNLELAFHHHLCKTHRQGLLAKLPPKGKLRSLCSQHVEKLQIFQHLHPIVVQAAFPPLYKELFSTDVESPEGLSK
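In this cell-based reporter format, copper sulfate (700 uM final) drives Gal4–ROR gamma fusion expression from a metallothionein promoter in Drosophila Schneider cells; compounds preincubated 1 hr, reporter read after 20 hr at ambient temperature.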
Tb PFK block: T. brucei PFK enzyme inhibition; Potency, µM (titrated, usually from 57.5 µM), for the others: top-dose activity, negative = inhibition, most hits filed as inhibitors; O15648; T. brucei PFK, ADP-Glo luminescence; actives 0.17% (n = 330,000);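 also: potency is read from the fitted curve at half-maximal effect; 0% = uninhibited 1x PFK enzyme wells and -100% = no-enzyme wells; nearly all actives have a fitted effect of over 60% in size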
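Activity is normalized to no-enzyme wells (full inhibition) and 1.25 nM enzyme wells (no inhibition). Reaction: 0.5 mM F6P, 0.1 mM ATP, 45 min RT, ADP-Glo luminescence; concentration-response curves fitted and classed by quality.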
VP16 counter: inhibits Gal4-VP16 luciferase reporter, ROR gamma counter-screen. actives 3.5% (n = 310,000). Potency, µM (top dose mostly 53.6 µM), without a hit: top-dose activity, negative = inhibition, most hits filed as inhibitors. Drosophila S2 Gal4-VP16 UAS-luciferase, luminescence, 20 h. AID 2546;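 also: Gal4-VP16 expression switched on by copper sulfate through the metallothionein promoter; potency is read from the fitted curve at half-maximal effect; % is scaled to controls: 0 for no effect and ±100 for the full control effect; nearly all actives have a fitted effect of over 50% in size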
KCNH2 3.1 block: blocks the human KCNH2 3.1 channel isoform | AID 720553 | U2OS KCNH2 3.1, thallium flux FluxOr; active compounds read low | activity change, % (tested at about 1.8 µM) | actives 0.95% (n = 340,000);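 active = maximum activity change below -70%; inconclusive = maximum activity change from -70% to -50%; inactive = maximum activity change above -50%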;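 also: thallium influx rate constant from kinetic fluorescence after stimulation buffer; % is scaled to controls: 0 for no effect and ±100 for the full control effect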
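Measured as rate of thallium-driven FluxOr signal in transduced U2OS cells carrying the 3.1 channel, read kinetically for 2 min upon stimulation; values are rate constants scaled to DMSO control wells.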
ELG1 genotox: induces genotoxicity in HEK293T cells with luciferase-tagged ELG1; Potency, µM (doses to about 46 µM), without a hit: top-dose activity change, positive = activation, usual class: activators; actives 1.3% (n = 330,000); HEK293T ELG1-luciferase reporter, luminescence, 16 h; also: potency is read from the fitted curve at half-maximal effect; % of control where 0% means no effect; nearly all actives have a fitted effect of over 60% in size
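HEK293T cells expressing luciferase-tagged ELG1 were treated with compound or DMSO for 16 hr at 37°C. Luciferase activity was then read after 30 min with ONE-Glo at room temperature; rising signal flags genetic stress.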
FLuc counter: counter-screen for miR-21 project: firefly luciferase inhibitors or activators. P08659. purified FLuc, Km substrates, luminescence inhibition. Potency, µM (highest dose often 57.5 µM), for inactives: at the top dose activity change, negative = inhibition, hits mostly inhibitors. actives 6.9% (n = 360,000). AID 588342;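 also: potency is read from the fitted curve at half-maximal effect; plate controls were vehicle for no effect and reference inhibitor for full effect; nearly all actives have a fitted effect of over 55% in size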
Target sequence (P08659 whole entry, looked up): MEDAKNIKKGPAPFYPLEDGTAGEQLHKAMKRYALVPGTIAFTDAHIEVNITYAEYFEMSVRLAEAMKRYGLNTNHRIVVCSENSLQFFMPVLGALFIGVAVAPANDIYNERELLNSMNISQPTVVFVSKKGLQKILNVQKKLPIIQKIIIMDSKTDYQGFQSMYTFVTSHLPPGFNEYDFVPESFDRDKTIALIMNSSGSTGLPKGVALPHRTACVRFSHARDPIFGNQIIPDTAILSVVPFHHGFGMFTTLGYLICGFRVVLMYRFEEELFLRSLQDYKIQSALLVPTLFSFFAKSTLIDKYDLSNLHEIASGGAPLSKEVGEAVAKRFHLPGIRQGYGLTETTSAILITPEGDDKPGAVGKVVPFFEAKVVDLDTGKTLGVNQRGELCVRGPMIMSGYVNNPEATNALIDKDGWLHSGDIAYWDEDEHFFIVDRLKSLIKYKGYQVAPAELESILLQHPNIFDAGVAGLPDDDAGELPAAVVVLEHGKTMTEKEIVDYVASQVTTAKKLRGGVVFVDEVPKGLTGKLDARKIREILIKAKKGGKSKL
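Biochemical qHTS of compounds, final roughly 60 µM downward over six points, against 10 nM purified firefly luciferase using Km concentrations of substrates (10 uM D-luciferin, 10 uM ATP) in Tris acetate pH 7.5 buffer; luminescence output.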
Giardia killer: kills Giardia lamblia | Giardia lamblia trophozoite viability | activity change, % at 7.66 µM, hits read low | actives 0.15% (n = 340,000) | AID 540267; in the data active = activity change below about -80%; inconclusive = between about -30% and that limit;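 also: parasites exposed to compound for two days anaerobically before the ATP read; % is scaled to controls: 0 for no effect and ±100 for the full control effect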
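Each well holds 100 Giardia trophozoites and compound. After two days (48 hrs) at 37 deg C in anaerobic conditions, ATP is quantified by luminescence.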
The depositor's hits bear a star; ? = inconclusive; / = no result given; [ ] = remark or other dose. Unless noted, calls follow the shape of the dose curve; as a rule, active = well fitted curve in the direction sought with a large enough effect; inconclusive = small, poorly fitted or top-dose-only effect, or another doubt; inactive = no such curve, though single readings can be large; an effect the other way counts as inactive or inconclusive.

entry	molecule	Rab9 prom act	FBPA coupling cs	uPA generation	NPC1 prom act	RORgamma inh	Tb PFK block	VP16 counter	KCNH2 3.1 block	ELG1 genotox	FLuc counter	Giardia killer
1	Cn1c(=O)[nH]c(=O)c2c1nc(N1CCCC1)n2CC(O)COc1ccccc1 (stereo not given)	3.3%	-4.0	-3.5%	0.5%	-13.9%	-2.1%	-1.0%	-5.2	0.2%	0.2%	-2.8
2	O=C(CCS(=O)(=O)c1ccccc1)Nc1ccc(S(=O)(=O)Nc2ncccn2)cc1	0.8%	3.6	6.4%	-2.8%	-18.9%	4.8%	1.6%	0.8	6.5%	-1.2%	-2.6
3	Cc1cc(Cl)ccc1OC(C)C(=O)Nc1ccccc1N1CCOCC1 (stereo not given)	-6.4%	-1.6	15.7%	-5.5%	?	-3.5%	?	-27.3	1.8%	-0.1%	-7.0
4	O=C(/C=C/Nc1ccc(F)cc1)c1ccco1	2.82µM*	-5.4	-10.5%	3.98µM*	-43.6%	0.1%	?	-4.6	2.06µM*	0.953µM*	0.9
5	CC(C)(C)c1ccc(CS(=O)(=O)CC2(O)CCN(C(=O)c3cccc(C(F)(F)F)c3)CC2)cc1	-0.9%	-1.4	4.0%	-2.3%	7.4%	-0.9%	-11.0%	-15.8	?	-1.1%	-11.8
6	COC(=O)CN(C)C(=O)c1ccc(OC)c(OC2CCN(C(C)C)CC2)c1	3.2%	3.7	0.4%	-7.2%	-1.3%	0.8%	-8.1%	14.0	2.6%	-1.9%	30.0
7	COc1ccccc1NS(=O)(=O)c1cccc(C(=O)N2CC(C)OC(C)C2)c1 (stereo not given)	-2.6%	/	4.2%	-1.8%	/	-8.9%	/	5.3	1.5%	-0.9%	1.9
8	Cc1cccc2cc(CN(Cc3nnnn3Cc3ccco3)C3CCCC3)c3nnnn3c12	-5.3%	5.0	-3.2%	1.5%	-27.6%	-7.9%	3.2%[0.365 µM]	-2.7	-22.9%	16.0%	0.8
9	O=C(O)CNC(=O)c1ccccc1F	4.3%	9.0	-1.1%	5.6%	1.1%	-1.5%	-2.0%	-1.0	1.8%	1.3%	-9.6
10	O=c1c2ccccc2nc(-c2cccs2)n1-c1cccc2ccccc12	-6.6%	1.0	-3.0%	-2.1%	?	-1.7%	-2.2%	-48.5	-0.7%	-16.7%	-4.8
11	COc1ccc(OCc2cccc(C(=O)NN)c2)cc1	0.0891µM*	1.3	-1.9%	0.0891µM*	14.1µM*	-3.8%	?	-25.3	?	6.01µM*	-8.1
12	O=C(Nc1cn(-c2ccccc2)nc1-c1ccc(Cl)cc1)c1ccccc1	-1.0%	-3.7	-0.5%	2.1%	27.3%	-0.3%	-4.9%	-9.2	4.8%	-8.6%	10.8
13	CCC(=O)c1ccc(OCCSc2ncccn2)cc1	2µM*	-2.2	-7.7%	3.98µM*	11.2µM*	2.9%	-6.1%	6.7	3.66µM*	19µM*	-13.5
14	Fc1ccc(-n2c(Cc3ccccc3)nnc2SCc2nc(-c3ccc(Cl)cc3)no2)cc1	1.6%	0.9	/	-1.1%	25.0%	0.6%	2.4%	1.6	-7.6%	-23.0%	3.8
15	Cc1cc2ncc(Cl)nc2cc1C	-1.1%	-0.6	1.0%	0.1%	-0.4%	-2.6%	-14.1%	4.7	0.9%	?	-5.2
16	COC(=O)c1ccc(Sc2ccc(Cl)cc2)c(N)c1	-0.5%	-1.8	/	-1.4%	35.0%	2.3%	-1.6%	-1.2	0.8%	-18.3%	-19.7
17	CC(C)CNS(=O)(=O)c1ccc(Br)cc1N1CCC[C@@H]1CO	/	/	-14.5%	/	/	5.9%	/	-1.6	1.3%	/	-3.4
18	CCCc1nnc(SCc2ccc(OC)cc2)n1N	-0.3%	3.7	3.5%	3.1%	-4.6%	0.7%	-2.6%	-4.1	0.4%	-0.7%	0.8
19	CCOC(=O)c1sc(/N=C/c2ccc(O)cc2O)cc1C	9.5%	-0.6	-7.3%	9.7%	35.2%	-2.9%	16.8%	4.9	6.6%	1.35µM*	0.3
20	O=C(CSc1nnc(COc2ccccc2)o1)N1CCCC1	-0.6%	0.0	-2.4%	1.6%	4.6%	-0.2%	-4.5%	5.2	4.6%	-0.8%	-5.0

(continued)
entry	molecule	Rab9 prom act	FBPA coupling cs	uPA generation	NPC1 prom act	RORgamma inh	Tb PFK block	VP16 counter	KCNH2 3.1 block	ELG1 genotox	FLuc counter	Giardia killer
21	Cc1ccc(CNc2nc3ccccc3n2C)cc1	0.501µM*	1.9	3.98µM*	0.501µM*	10µM*	-5.2%	?	8.3	?	2.39µM*	5.6
22	O=C(Nc1cccnc1)c1ccccc1-c1nc(-c2ccccc2F)no1	-5.7%	3.2	/	-4.0%	3.9%	-8.2%	-1.6%	-4.9	3.7%	?	-22.1
23	Cc1nn(-c2ccccc2)c2sc(C(=O)OC3CCOC3=O)cc12 (stereo not given)	-1.1%	1.0	-2.2%	2.5%	-13.7%	-4.0%	-7.8%	9.1	2.0%	15.1µM*	-11.1
24	CCOC(=O)C(=O)Nc1ccccc1C(N)=O	-0.5%	2.1	1.7%	0.5%	-2.0%	?	8.0%	9.0	-2.5%	3.2%	-4.5
25	CC1(C)Cc2c(sc3[nH]c(=O)n(CC(=O)NCC4CCCO4)c(=O)c23)CO1 (stereo not given)	0.3%	2.3	3.3%	1.3%	2.3%	-2.2%	?	-0.4	0.3%	2.4%	2.6
26	Cc1cccc(C)c1NC(=O)CNC(=O)c1c(C)nn(-c2ccccc2)c1Cl	-1.1%	/	2.8%	-7.9%	/	-4.8%	/	15.9	0.2%	-1.7%	2.8
27	O=C(CN1C(=O)NC2(CCCC2)C1=O)N1CCN(Cc2ccccc2)CC1	-2.5%	/	0.1%	1.7%	/	-1.9%	/	13.9	5.6%	4.4%	-12.6
28	CC1CCC(NC(=O)Nc2cccs2)CC1 (stereo not given)	?	-0.2	-3.5%	2.8%	?	0.8%	16.5%	13.2	?	15.1µM*	26.9
29	Cc1cc(C)nc(N(C#N)Cc2ccc([N+](=O)[O-])cc2)n1	-3.6%	3.1	1.0%	-6.8%	-11.6%	8.7%	-22.8%	/	0.0%	-1.9%	-20.6
30	CCc1cc(SC#N)cc(C)c1N	-0.5%	-0.2	-23.0%	-3.0%	-10.2%	-4.7%	-12.8%	-73.6*	-6.3%	-5.1%	-5.2
31	CN(C)S(=O)(=O)c1ccc2c(c1)nc(CCC(=O)NCCc1ccc(Cl)cc1)n2C	-5.5%	0.9	-3.7%	-4.9%	13.9%	8.7%	-6.0%	-9.9	-6.6%	-11.0%	-3.2
32	COc1ccc(NC(=O)c2ccc(N3C(=O)C4CC=C(Cl)CC4C3=O)cc2)cc1 (stereo not given)	1.3%	0.1	-8.3%	-3.2%	1.7%	-15.6%	-17.0%	22.3	-3.7%	-6.8%	-16.9
33	Cc1ccc(OCC(=O)NC2CCCC2)c(C)c1	22.8%	2.7	8.1%	22.5%	6.6%	0.9%	-20.8%	-5.3	5.0%	?	-14.1
34	CCCCCCSc1ccc([C@H]2N[C@@](CC(C)C)(C(=O)OC)[C@H]3C(=O)N(CC)C(=O)[C@@H]23)cc1	-2.0%	/	5.9%	-2.4%	/	0.0%	/	0.4	-7.8%	1.7%	1.4
35	CCOc1ccc(S(=O)(=O)N2CCc3ccccc3C2)cc1	3.5%	2.9	10.1%	1.5%	18.5%	-2.6%	-5.0%	-7.4	-3.2%	0.3%	0.9
36	C[C@H](NC(=O)c1nc[nH]c1C(=O)N[C@@H](CCCCNC(=O)OC(C)(C)C)C(=O)OC(C)(C)C)C(=O)OC(C)(C)C	-11.4%	-7.4	5.9%	-6.0%	?	2.0%	12.6µM*	/	-12.9%	0.6%	41.1[activator]
37	NC(=O)C1CCN(C(=O)c2ccc(-c3ccccc3Cl)o2)CC1	2.51µM*	/	-4.7%	?	/	-1.6%	/	2.6	?	9.53µM*	-9.1
38	O=C1CCCc2ccccc2N1Cc1cccc(F)c1	-5.1%	0.1	/	0.2%	30.0%	-13.3%	4.1%[10 µM]	-15.3	3.1%	-0.5%	2.9
39	CCC(=O)N1C(Cc2ccccc2)COC1(C)C (stereo not given)	0.1%	-0.6	-6.0%	-10.6%	1.7%	-6.7%	-4.8%	6.9	-0.6%	2.6%	6.2
40	O=c1cc(-c2ccc(O)c(O)c2)oc2c(C3O[C@H](CO)[C@@H](O)[C@H](O)[C@H]3O)c(O)cc(O)c12 (stereo not given in full)	-2.8%	-1.7	7.9%	-3.0%	-38.7%	-2.8%	-5.3%	-25.0	5.7%	-8.9%	-4.0
41	CC1CN=C(N(C(=O)Nc2ccccc2)c2ccc(S(=O)(=O)N3CCOCC3)cc2)S1 (stereo not given)	0.6%	-1.5	-1.3%	7.0%	?	-1.0%	/	2.2	-4.2%	-1.1%	1.2
42	CN(C)c1ccc(/C=N/n2c(-c3cccnc3)n[nH]c2=S)cc1	-13.1%	-0.9	1.5%	-4.1%	-33.6%	-6.5%	1.7%	/	-0.1%	?	3.8
